From PubChem BioAssay
NCI-60 one-dose screen, 48 h, at 10 µM unless noted. Numbers give growth in % (100 = growth as untreated, 0 = no growth, -100 = all killed).
SNB-19 – SNB-19 CNS cancer cells | 81,000 compounds, 2.5% hits | AID 1794751
OVCAR-8 – OVCAR-8 ovarian cancer; 81,000 compounds, 4.4% hits
SF-295 – SF-295 CNS cancer cells; 79,000 compounds, 5.6% hits; AID 1794758
SF-268 – SF-268 CNS cancer cells; 82,000 compounds, 3.1% hits
PC-3 – PC-3 prostate cancer cells. 80,000 compounds, 3.9% hits
DU-145 – DU-145 prostate cancer. 81,000 compounds, 4.2% hits
U251 – U251 CNS tumor cells; AID 1794753; 80,000 compounds, 5.4% hits
SF-539 – SF-539 CNS cancer. 81,000 compounds, 6.8% hits
Starred values were filed as active, the others as inactive; / = not tested or not shown; & = joins results of further samples. How the source made its calls: active means growth percent below 10; inactive means the rest.

Every second line gives: OVCAR-8	SNB-19	U251	DU-145	SF-539	SF-295	SF-268	PC-3
(1) CCCCNC1CC[C@@]2(C)[C@@H](CC[C@@]3(C)[C@H]2C(=O)C[C@H]2/C(=C(\CCC=C(C)C)C(=O)OC)[C@@H](OC(C)=O)C[C@@]23C)[C@@H]1C (stereo partly specified)
  90	90	84	95	82	103	82	70
(2) COc1ccc(C(=O)NN2CC(C)OC(C)C2)cc1OC1CCCC1 (stereo unspecified)
  108	101	105	109	100	105	101	98
(3) CCOC(=O)CCN1C(=O)CCC1C(=O)OCC (stereo unspecified)
  105	96	93	/	104	103	102	91
(4) CCC(\C=N/N=C(N)/C(N)=N/N=C\C(CC)CC)CC
  103	109	99	113	118	102	109	98
(5) O=C1c2ccccc2C(=Cc2ccccc2)c2ccccc21
  22	25	6.2*	-21*	-26*	/	11	32
(6) COc1ccc(C(=O)COc2ccc(NC(=O)Nc3ccccc3)cc2)cc1
  87	93	87	105	97	91	92	83
(7) CCOc1ccc(C(C)=O)cc1NC(=O)c1cc(C(=O)O)cc(-c2ccoc2)c1
  110	116	100	108	106	101	98	102
(8) CC(=O)c1nc(Nc2ccc(C)cc2)sc1C
  95	93	96	102	101	104	91	93
(9) N#CC1=C(N)Oc2cc(O)ccc2C1c1ccc(Cl)cc1 (stereo unspecified)
  95	102	98	96	92	82	91	86
(10) Nc1nc(C(=O)O)cc(=O)[nH]1
  96	/	97	108	75	115	103	92
(11) C#CCOc1ccc(/C=N/Nc2nc(-c3ccccc3)cs2)cc1OC
  74	82	88	86	79	84	85	49
(12) COc1ccc2c(c1)/C(=C\c1c[nH]c3ccccc13)C(=O)N2
  93	91	83	88	77	83	/	75
(13) CC(C)CNC(=O)c1ccccc1C(=O)NC1(C(=O)NCC(C)C)CCCC1
  104&101	108&105	105&109	109&111	100&100	105&111	104&104	96&98
(14) Cc1ccc(S(=O)(=O)C/C(=N\Nc2ccc(S(N)(=O)=O)cc2)c2cc3ccccc3o2)cc1
  95	96	91	110	94	96	100	94
(15) NC(=O)c1cn[nH]c1N
  111	104	107	107	102	97	102	97
(16) Cc1ccccc1-c1nc(C(Cl)Cl)nc2cc(-c3ccccc3)nn12
  87	70	47	58	76	82	88	62
(17) Cc1ccc(N2C3=C(CCCC3)C(=O)C2(C)C(=O)OCc2ccccc2)cc1C (stereo unspecified)
  /	94	94	93	101	90	84	81
(18) CC1NC(=O)C(C)NC1=O (stereo unspecified)
  103	129	117	123	97	101	119	87
(19) CCC(C(=O)O)=C1CCCCC1
  98	101	106	113	107	168	95	96
(20) CNC(=O)c1cccn1C
  102	117	96	109	95	/	116	102

Brought forward from above: 7 compounds; new compounds follow.
Every second line gives: OVCAR-8	SNB-19	U251	DU-145	SF-539	SF-295	SF-268	PC-3
(14) Cc1ccc(S(=O)(=O)C/C(=N\Nc2ccc(S(N)(=O)=O)cc2)c2cc3ccccc3o2)cc1
  95	96	91	110	94	96	100	94
(15) NC(=O)c1cn[nH]c1N
  111	104	107	107	102	97	102	97
(16) Cc1ccccc1-c1nc(C(Cl)Cl)nc2cc(-c3ccccc3)nn12
  87	70	47	58	76	82	88	62
(17) Cc1ccc(N2C3=C(CCCC3)C(=O)C2(C)C(=O)OCc2ccccc2)cc1C (stereo unspecified)
  /	94	94	93	101	90	84	81
(18) CC1NC(=O)C(C)NC1=O (stereo unspecified)
  103	129	117	123	97	101	119	87
(19) CCC(C(=O)O)=C1CCCCC1
  98	101	106	113	107	168	95	96
(20) CNC(=O)c1cccn1C
  102	117	96	109	95	/	116	102
(21) O=C(CN1C(=O)CCC1=O)Nc1ncc(Cc2ccccc2Cl)s1
  103	98	93	105	96	99	96	94
(22) NC(=S)Nc1ccccn1
  95	122	92	106	107	112	89	104
(23) C=CN1C(=O)NC2(CCCCC2)C1=O
  92	105	98	100	99	100	106	93
(24) CC(=O)/C(Br)=C/c1ccc(Br)o1
  79	88	80	69	94	74	75	81
(25) O=C1CC(c2nc3ccccc3o2)CN1Cc1ccccc1 (stereo unspecified)
  92	105	99	105	/	98	96	92
(26) COc1cc(OC)cc(-c2n/c(=C\c3c(O)[nH]c4cc(Cl)ccc34)cc3c2=Nc2ccccc2-3)c1
  90	107	98	103	103	93	93	82
(27) Cc1cc(N2CCCC2)nc(N(CCNc2ccnc3cc(Cl)ccc23)Cc2ccco2)n1
  57	29	47	50	-11*	19	55	0.7*
(28) CCCSc1nc2c([nH]1)c(=O)n(C)c(=S)n2C
  117	111	101	105	92	101	114	113
(29) COc1ccc(N=Nc2sc(-n3[nH]c(=O)ccc3=O)nc2C)cc1
  94	91	101	103	93	91	85	69
(30) O=C(O)C1C2CCC3C(CCC21)C3(Cl)Cl (stereo unspecified)
  110	105	102	103	100	97	96	96
(31) CC1C(=O)CCC2C1(C)CCC1C2(C)CCC2(C)C3CC(C)(C)CCC3(C)CCC12C (stereo unspecified)
  95	103	98	111	95	/	95	101
(32) COc1ccc(-c2nc3sc(C)nn3c2-c2nc3c(C)c(C)ccc3[nH]2)cc1
  99	85	94	/	101	82	85	80
(33) COc1ccc(S(=O)(=O)NCCNc2cc(-c3cn(C(C)(C)C)nc3-c3cccc(F)c3)ccn2)cc1
  81	95	70	90	87	91	88	65
(34) COc1cc2nc3c(=O)n(CCN(C)C)cnn3c(=O)c2cc1OC
  111	105	107	108	98	100	101	102
(35) O=C1c2cc(I)ccc2Oc2cc([N+](=O)[O-])ccc2N1c1ccc(I)cc1F
  92	93	96	101	96	96	92	103
(36) CC1=C(/C=C/C(C)=C/C=C/C(C)=C\C(=O)O)C(C)(C)CCC1
  98	83	100	120	72	100	112	99
(37) Cc1ccc(/C=C/C(=O)c2cccc(NC(=O)CSc3nc4ccccc4c(=O)n3-c3ccccc3)c2)cc1
  97	89	94	98	98	94	86	83
(38) COc1cccc(-c2c(C(=O)O)cc(O)c3ccc(OC)cc23)c1
  100	98	103	110	97	122	105	84
(39) Nc1nc2c([N+](=O)[O-])cccc2s1
  94	95	93	108	97	90	99	83
(40) COc1ccc(Oc2ccc(C3CC(c4ccc(OC)c(OC)c4)=NN3C(C)=O)cc2)cc1 (stereo unspecified)
  81	53	53	76	83	79	80	76

Looked up by structure from the entries so far (2):
Every second line gives: OVCAR-8	SNB-19	U251	DU-145	SF-539	SF-295	SF-268	PC-3
(27) Cc1cc(N2CCCC2)nc(N(CCNc2ccnc3cc(Cl)ccc23)Cc2ccco2)n1
  57	29	47	50	-11*	19	55	0.7*
(28) CCCSc1nc2c([nH]1)c(=O)n(C)c(=S)n2C
  117	111	101	105	92	101	114	113

(more compounds)
Every second line gives: OVCAR-8	SNB-19	U251	DU-145	SF-539	SF-295	SF-268	PC-3
(41) CCn1cc(C(=O)N[C@H]2C(OC(C)=O)[C@@H](OC(C)=O)C(COC(C)=O)O[C@H]2OC(C)=O)c(=O)c2cc(F)c(N3CCN(C(C)=O)CC3)cc21 (stereo partly specified)
  110	104	104	107	106	105	95	96
(42) CC(C)CC(NC(=O)OCc1ccccc1)C(=O)NCC(=O)NCC(=O)OCc1ccccc1 (stereo unspecified)
  110	112	/	109	112	104	103	99
(43) NC[C@@H]1O[C@H](O[C@@H]2[C@@H](CO)OC(O[C@@H]3[C@@H](O)[C@H](N)C[C@H](N)[C@H]3O[C@H]3O[C@H](CO)[C@@H](O)[C@H](O)[C@H]3N)[C@@H]2O)[C@H](N)[C@@H](O)[C@@H]1O (stereo partly specified)
  100	111	106	115	107	94	112	104
(44) CCOC(=O)c1c(-c2ccc(Cl)cc2)c(C#N)c2c(C#N)c(N)nn2c1N
  76	75	66	75	72	57	77	59
(45) O=C(NNC(=O)c1ccncc1)C1=CN=C2Sc3cc(Cl)ccc3N2[C@H]1c1ccccn1
  62	77	58	80	98	48	80	43
(46) COc1ccc(Cc2ccc(O)cc2)cc1
  91	102	97	116	99	101	108	100
(47) Fc1cc(COC2CCN(Cc3ccc4[nH]ncc4c3)CC2)ccc1Cl
  87	94	87	95	89	76	91	79
(48) C#CCNC(=O)[C@]12CCC(C)(C)C[C@@H]1C1=CC[C@@H]3[C@@]4(C)Cc5c([nH]c6ccccc56)C(C)(C)[C@@H]4CC[C@@]3(C)[C@]1(C)CC2
  86	91	83	103	96	94	80	69
(49) COC(=O)C(Cc1ccc(O)cc1)n1cc(COc2nc(Cl)nc(N3CCCC3)n2)nn1 (stereo unspecified)
  98	104	96	113	99	101	102	101
(50) Cc1cc2c(c(O)c1Br)-c1ncoc1C(=O)[C@]1(C)CC[C@H](C(C)C)[C@H]21
  33	45	27	54	14	23	49	9.6*
(51) COC(=O)c1cc(-c2no[n+]([O-])c2C)no1
  107	102	101	109	98	100	101	103
(52) CCOc1ccc(N2CCC(=O)NC2=S)cc1
  99	95	101	107	92	99	95	103
(53) O=C(Cn1nnnc1C(=O)c1ccccc1)c1ccc(Br)cc1
  101	97	94	112	101	101	104	93
(54) Brc1ccc(Nc2csc(-c3ccccn3)n2)cc1
  99	96	101	95	95	89	91	85
(55) O=C(O)C(O)c1ccc(Cl)c(Cl)c1 (stereo unspecified)
  102	106	102	109	108	105	101	97
(56) CN(CCO)c1ncnc2c1cnn2C
  106	106	109	106	94	105	99	80
(57) O=C(O)c1cn(C2CC2)c2cc(N3CCN(C(=O)Nc4nc(-c5ccc(Br)cc5)cs4)CC3)c(F)cc2c1=O
  10	20	13	17	24	19	24	19
(58) COc1cc2nc(SCC(=O)NNC(=S)NC(=O)c3ccc(Br)cc3)n(-c3ccc(Cl)cc3)c(=O)c2cc1OC
  100	99	96	101	99	97	96	93
(59) COc1ccc(/C=C(/C(=O)O)c2ccc(OC)cc2)cc1
  107	103	94	119	113	101	102	95

Laid out differently: results already given
50) Cc1cc2c(c(O)c1Br)-c1ncoc1C(=O)[C@]1(C)CC[C@H](C(C)C)[C@H]21
45) O=C(NNC(=O)c1ccncc1)C1=CN=C2Sc3cc(Cl)ccc3N2[C@H]1c1ccccn1

assay / compound	50	45
OVCAR-8	33	62
SNB-19	45	77
U251	27	58
DU-145	54	80
SF-539	14	98
SF-295	23	48
SF-268	49	80
PC-3	9.6*	43

Compounds were not picked by outcome; about 9.2% have a hit in one of these screens.
